Screening results: PubChem BioAssay, several laboratories
CHT allo act: allosteric activators of human choline transporter CHT; Q9GZV3; CHT-expressing cells, membrane potential dye, choline EC20; stronger effect = higher value; LV-AA mutant CHT in HEK293 cells; B-score at 10 µM; 310,000 tested, 0.49% active;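 active means initial fluorescence not abnormally high and integrated response B-score, plate-corrected, over 3 SD above library mean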
Target sequence (Q9GZV3 whole entry, looked up): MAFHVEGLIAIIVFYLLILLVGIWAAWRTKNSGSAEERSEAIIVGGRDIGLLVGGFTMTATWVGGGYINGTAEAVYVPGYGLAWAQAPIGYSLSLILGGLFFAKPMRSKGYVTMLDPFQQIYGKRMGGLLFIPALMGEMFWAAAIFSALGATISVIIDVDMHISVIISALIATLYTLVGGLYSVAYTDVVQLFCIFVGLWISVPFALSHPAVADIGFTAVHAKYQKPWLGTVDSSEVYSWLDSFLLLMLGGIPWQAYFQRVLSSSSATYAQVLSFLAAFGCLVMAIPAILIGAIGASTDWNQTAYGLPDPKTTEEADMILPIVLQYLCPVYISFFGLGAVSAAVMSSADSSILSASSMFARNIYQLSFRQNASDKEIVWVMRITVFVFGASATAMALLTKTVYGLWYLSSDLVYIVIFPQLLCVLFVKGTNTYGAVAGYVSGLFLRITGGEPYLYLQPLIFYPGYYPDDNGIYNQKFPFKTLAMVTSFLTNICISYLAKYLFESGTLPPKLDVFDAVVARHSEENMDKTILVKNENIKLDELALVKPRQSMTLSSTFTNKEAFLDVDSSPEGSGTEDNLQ
OX1R antag: antagonists of human orexin 1 receptor. CHO/OX1R cells, Fluo-8 calcium fluorescence, orexin A. 330,000 tested, 0.43% active. inhibition, % at 5 µM. O43613. AID 434989;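 active means inhibition above its plate's threshold, mean inhibition of all tested compounds on the plate plus 3 SD, cut at about 37% in these data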;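 further: 0% = orexin A challenge wells and 100% = SB-334867-A antagonist wells; not every result past the cut was called active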
Target sequence (O43613 whole entry, looked up): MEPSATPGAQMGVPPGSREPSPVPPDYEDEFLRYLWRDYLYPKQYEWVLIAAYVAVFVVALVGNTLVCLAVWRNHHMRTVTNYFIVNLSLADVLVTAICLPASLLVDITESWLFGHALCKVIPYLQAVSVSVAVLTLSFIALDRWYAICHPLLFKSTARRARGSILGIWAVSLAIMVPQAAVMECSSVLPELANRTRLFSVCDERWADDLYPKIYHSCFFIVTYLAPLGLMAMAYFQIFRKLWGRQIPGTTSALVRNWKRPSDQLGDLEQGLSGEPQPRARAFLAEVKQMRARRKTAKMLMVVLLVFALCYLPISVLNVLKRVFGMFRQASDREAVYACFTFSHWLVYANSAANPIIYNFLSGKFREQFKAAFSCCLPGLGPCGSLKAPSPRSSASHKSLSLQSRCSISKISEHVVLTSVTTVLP
* marks the source's active call; other numbers are inactive results; i = inactive; nt = no result given.

Second line of a record: CHT allo act, OX1R antag
- COc1ccc(C2C(C(C)=O)=C(Nc3ccccc3)CC(C)(O)C2C(C)=O)cc1OC (stereo not given)
    i, -15
- NC(Cc1ccc(OC(F)F)cc1)C(=O)O (stereo not given)
    i, -4
- CCCOc1ccc(CCC(=O)N/N=C/c2ccncc2)cc1
    i, -15
- Cc1csc(NC(=O)c2cccc(S(=O)(=O)N3CCCCC3)c2)n1
    i, -18
- CC1C(=O)Nc2ccc(S(=O)(=O)N3CCCCCC3)cc21 (stereo not given)
    nt, -13
- CN(C)C(=O)COc1ccc(Br)cc1
    i, 0
- CC(C)(C)C1=Nn2c(nnc2-c2ccccc2F)SC1
    i, -7
- CC(/C=N\NC(=O)Cn1c(C)nc2ccccc21)=C\c1ccccc1
    i, 25
- CCOC(=O)C1C(=O)NC(N2CCc3ccccc32)=NC1c1ccccc1 (stereo not given)
    i, -45
- COc1ccc(CN2CCN(C(C)C(=O)N3CCc4ccccc43)CC2)cc1OC (stereo not given)
    i, -17
- COc1ccc(N=C2SCC(c3ccc([N+](=O)[O-])cc3)=NN2CCO)cc1
    i, -3
- Cc1ccc(-c2nn(-c3ccccc3)cc2C(=O)NC2CCC(O)CC2)cc1 (stereo not given)
    nt, 0
- CCOC(=O)Cc1nn(C)c(=O)c2ccccc12
    i, 4
- CCOc1ncccc1C(=O)OCC(=O)NC1CCCCC1
    nt, -10
- Cc1c(C#N)c2ccccc2n1CC(=O)NCc1cccnc1
    i, -7
- O=C(NCCn1cc(SCc2ccc(F)cc2)c2ccccc21)c1c(F)cccc1F
    i, 8
- S=c1nc(-c2ccccc2)n(CCCn2ccnc2)c2c1CCCC2
    i, -6
- CC(C)c1onc(C(=O)NCc2ccccn2)c1[N+](=O)[O-]
    i, -5
- CC1(C)C(c2ccccc2)=[N+]([O-])CN1O
    i, 7
- O=C(c1ccccc1[N+](=O)[O-])N1CCc2ccccc2C1
    i, -4
- Cc1ccc(-c2nnc(SCC(=O)NC3CCCc4ccccc43)n2N)cc1 (stereo not given)
    i, -17
- O=C(/C=C/c1cccc([N+](=O)[O-])c1)Nc1ccc(NC(=O)c2cccs2)cc1
    i, 8
- O=C(N/N=C/c1cccnc1)c1ccc(NC(=O)c2cccc(Cl)c2)cc1
    i, 2
- COc1ccc(C(=O)Cn2cc[n+](C)c2)cc1
    i, 5
- Cc1nnc(SCCn2c(Br)nc3c2c(=O)[nH]c(=O)n3C)s1
    i, -23
- CCN1C(=NCCOC)N[C@@H](c2cccc(F)c2)C(C(=O)OC)=C1C
    i, -1
- COC(=O)[C@H]1C[C@@H]1[C@H](NS(=O)(=O)c1ccccc1)c1ccccc1
    i, -6
- COc1ccccc1NC(=O)CSc1nnc(-c2ccncc2)o1
    i, -10
- Cc1cccc(N2CCN(S(=O)(=O)c3cccc4nonc34)CC2C)c1 (stereo not given)
    i, -7
- COc1ccccc1NC(=O)c1ccc2[nH]c(C)c(C)c2c1
    i, -6

Brought forward from above: 2 compounds; new compounds follow.
Second line of a record: CHT allo act, OX1R antag
- Cc1cccc(N2CCN(S(=O)(=O)c3cccc4nonc34)CC2C)c1 (stereo not given)
    i, -7
- COc1ccccc1NC(=O)c1ccc2[nH]c(C)c(C)c2c1
    i, -6
- Cc1cc(C)n(-c2nc3ccccc3nc2N2CCN(C(=O)c3ccc(Cl)cc3)CC2)n1
    i, -40
- CN(C)c1ccnc(Nc2ccc(O)cc2)c1C#N
    7*, -14
- O=P(O)(O)c1ccccc1OCCOCCOc1ccccc1P(=O)(O)O
    i, 5
- CCn1c(CNC(=O)c2cc(OC)c(OC)c(OC)c2)cc2cc(C)ccc21
    i, -11
- CCOc1ccc(NC(=S)Nc2ccc(OCC)cc2)cc1
    i, -14
- Cc1ccc(CN(C)CC(=O)Nc2ccc3c(c2)CCC3)cc1
    i, -33
- Oc1c(C=Nc2ccccc2)sc2ccccc12
    i, 0
- COc1ccc(N2C(=O)CC(Sc3nnnn3-c3ccc(F)cc3)C2=O)cc1 (stereo not given)
    i, -20
- COc1ccccc1N1CCN(S(=O)(=O)c2ccc(Cl)s2)CC1
    i, -5
- O=C(Nc1ccccc1)Nc1ccncc1
    i, 1
- CC(=O)N1N=C(c2ccco2)CC1c1cccs1 (stereo not given)
    i, -6
- CC(=O)c1ccc(N2CCN(C(=S)Nc3ccc(Oc4ccccc4)cc3)CC2)cc1
    i, 52*
- O=C(NC1CCCC1)C1CCCN(S(=O)(=O)c2ccc(F)cc2)C1 (stereo not given)
    i, -20
- O=S(=O)(Nc1cccc2cn[nH]c12)c1ccc(F)cc1
    i, -15
- O=C(NC1CCCC1)C(c1ccsc1)N(C(=O)Cc1cccs1)c1ccccc1 (stereo not given)
    i, -46
- O=C(Nc1nnc(C2CCCCC2)s1)C1CC(=O)N(c2ccc(F)cc2)C1 (stereo not given)
    i, -38
- COc1ccc(C2=C(C#N)C(=O)OC2)cc1
    i, -9
- O=C(Cc1ccccc1)Nc1c2c(nn1-c1cccc(Cl)c1)CS(=O)(=O)C2
    i, -14
- O=C(c1ccc(Cl)cc1)N1CCC(C(=O)N2CCN(c3ncccn3)CC2)CC1
    nt, 6
- CCOC(=O)c1c(C)[nH]c(C(=O)OCC(=O)Nc2cc(C)nn2-c2ccccc2)c1C
    i, -18
- CCc1ccccc1-n1nnnc1-c1cnccc1C(F)(F)F
    i, -3
- Cc1cc(C)[n+](-c2ccc(F)cc2)c2[nH]c(=O)[nH]c(=O)c12
    i, 2
- O=C(Cn1cncn1)NCc1cc(F)ccc1F
    i, -9
- COc1ccc(-c2cc3ccccc3n2CC(O)CN2CCCCC2)cc1 (stereo not given)
    i, -23
- O=C(CCCN1C(=O)/C(=C\c2ccccc2)SC1=S)Nc1ccc(O)cc1
    i, 0
- CC1(C)OC(=O)C(=CNC(CO)C(=O)O)C(=O)O1 (stereo not given)
    i, -8
- Cc1ccc2c(c1)C(=O)CC(O)(C(F)F)O2 (stereo not given)
    i, 8
- COc1ccc(C(=O)NNS(=O)(=O)c2ccc(OC)cc2)cc1
    i, -3
- CN1CCc2c(sc3c2C(=O)NC(c2ccco2)N3)C1 (stereo not given)
    i, -5
- N#CCCn1c(=S)[nH]c2ccccc21
    i, 5

Profiles, looked up by structure. Values in the order: CHT allo act | OX1R antag
COc1ccc(N=C2SCC(c3ccc([N+](=O)[O-])cc3)=NN2CCO)cc1 as listed: i | -3
Cc1ccc(-c2nn(-c3ccccc3)cc2C(=O)NC2CCC(O)CC2)cc1 (stereo not given) as listed: nt | 0

The results go on.
Second line of a record: CHT allo act, OX1R antag
- CC(NC(=O)c1ccccc1)C(=O)OCn1nnc2ccccc2c1=O (stereo not given)
    nt, -4
- COc1ccc(-n2c(SCC(=O)Nc3ccc([N+](=O)[O-])cc3OC)nc3ccccc32)cc1
    i, -28
- COCCCN(C(=S)Nc1cc(Cl)cc(Cl)c1)C(C)c1ccccn1 (stereo not given)
    i, -5
- O=C(NCCn1c(C(F)(F)F)nc2cc(C(F)(F)F)ccc21)[C@H]1CCCN1c1nc(CN2CCCCC2)cs1
    i, -20
- Cc1ccccc1C(=O)Nc1ccnc(-c2ccncc2)n1
    i, -16
- O=C(c1cccc(Br)c1)N1CCN(C(=O)N2CCCCC2)CC1
    i, 5
- O=C(C1CC(=O)N(C2CCCC2)C1)N1CCC(Cc2ccccc2)CC1 (stereo not given)
    i, -4
- CCOc1cc(S(=O)(=O)NCC2CCCO2)ccc1F (stereo not given)
    i, -7
- O=C(CSC(=S)N1CCCC1)NCC(=O)Nc1ccccc1Br
    i, -8
- Cc1ccc(C(=O)NCc2ccccc2CN2CCCC2)cc1S(=O)(=O)N1CCOCC1
    nt, -11
- CCOC(=O)C1CCN(C(=O)c2cc(S(=O)(=O)N3CCOCC3)c(Cl)cc2Cl)CC1
    i, -14
- O=C(Nc1cnc2ccccc2c1)c1ccco1
    i, -18
- N/C(=N\OC(=O)c1ccc2c(c1)OCO2)c1ccc(Br)cc1
    i, -15
- OC(COCC1COc2ccccc2O1)CN1CCCCC1 (stereo not given)
    i, -12
- Cc1cc(C(=O)CSc2nnnn2C)c(C)n1CCc1ccc(F)cc1
    i, -15
- C(=N\N1CCN(Cc2cccc3ccccc23)CC1)/c1cccnc1
    i, -31
- Cc1ccc(S(=O)(=O)N2CCOC2CNC(=O)C(=O)NCc2ccccc2)cc1 (stereo not given)
    i, -9
- CCn1cc(C(=O)O)c(=O)c2cc(F)c(N3CCN(C(=S)NC(=O)c4c(OC)cccc4OC)CC3)cc21
    i, -19
- O=C1CC(NCCC2=CCCCC2)C(=O)N1c1cccc(Cl)c1Cl (stereo not given)
    i, 4
- Cc1occc1-c1nnc(SCC(=O)Nc2ccc3c(c2)OCO3)n1CC1CCCO1 (stereo not given)
    i, -22
- Cc1nn(-c2ccccc2)c(C)c1/C=N/NC(=O)c1cc(C2CC2)[nH]n1
    i, -1
- O=C(/C=C/c1ccccc1)NCCSCc1ccccc1Cl
    i, -16
- Cc1nnc(NC(=O)c2cc3ccccc3o2)s1
    i, -4
- CC(=O)Oc1c(C)c2c3c(c1OC(C)=O)[C@@H](C)CC[C@@H]3[C@@H](C)C[C@H]2C=C(C)C
    nt, -43
- Cc1ccc(S(=O)(=O)N2CCC(n3nnc4cc(C)ccc43)CC2)cc1
    i, -4
- CSc1cccc(NC(=O)C2CCCN(S(=O)(=O)c3cccs3)C2)c1 (stereo not given)
    i, 42*
- Cc1nn(C)c(C(=O)NNC(=O)Nc2cccc(C(F)(F)F)c2)c1Cl
    i, -20
- CCn1c(SCC(=O)O)nnc1-c1ccc2[nH]c(C)c(C)c2c1
    i, -3
- COc1ccc2c(c1)C1(Nc3ccccc3C(=O)N1c1ccccc1)C(=O)N2 (stereo not given)
    i, -16
- O=C(NC1CCCC1)C(c1ccc(O)cc1)N(CC1CCCO1)C(=O)C1COc2ccccc2O1 (stereo not given)
    i, -27

Second line of a record: CHT allo act, OX1R antag
- CC(/C=C/c1ccccc1)NC(N)=O (stereo not given)
    i, -6
- CNC(=S)NC(CC(=O)OC)c1ccc2c(c1)OCO2 (stereo not given)
    i, 3
- CSCCC(NS(=O)(=O)c1cccc(C(F)(F)F)c1)C(=O)Nc1ccccc1N1CCCC1 (stereo not given)
    i, -7
- CCN1CCCc2cc(CN(CCN3CCOCC3)C(=O)Nc3ccc(C)c(C)c3)ccc21
    i, -42
- Cc1cc(C)c2c(N)c(C(=O)c3ccc(Cl)cc3Cl)sc2n1
    i, -13
- O=C(NCc1ccccc1)Nc1cccc2ccccc12
    i, 2
- CCc1nnc(NC(=O)c2ccc(S(=O)(=O)N3CCCC(C)C3)cc2)o1 (stereo not given)
    i, -27
- O=C(Nc1ccc2c(c1)OCCO2)c1ccoc1
    i, 0
- COC(=O)c1cc(S(=O)(=O)N2CCN(c3cccc(Cl)c3)CC2)c[nH]1
    i, -17
- Cc1ccnc(SCC(=O)c2ccc([N+](=O)[O-])cc2)n1
    i, -8
- CCCC(C(=O)N1CCOCC1)N1C(=O)C2C3C=CC(C3)C2C1=O (stereo not given)
    i, -15
- O=C(Nc1ccccc1N1CCCCC1)C1CCN(S(=O)(=O)c2cccc(C(F)(F)F)c2)CC1
    i, -25
- O=C(NCCN1CCCCC1)/C(=N\O)c1ccccc1
    i, -14
- COc1ccc(NC(=O)/C(C#N)=C/C=C/c2ccco2)cc1
    i, -29
- O=C(N/N=C\CCc1ccccc1)c1ccco1
    i, -22
- COc1cccc(NC(=O)N2CCCC(C(=O)Nc3ccccc3OC)C2)c1 (stereo not given)
    i, -11
- Cc1nn(S(=O)(=O)c2ccc([N+](=O)[O-])cc2)c(C)c1Sc1ccccc1
    i, -14
- O=C(NNc1c(Cl)cccc1Cl)c1sccc1Cl
    i, -9
- O=C(/C=C/c1ccco1)Nc1ccc2c(c1)OCCO2
    i, -17
- O=C(Nc1ccc2c3c(cccc13)CC2)c1ccc(Br)o1
    i, -13
- CC(=O)CCC(=O)N1CCCC(N2CCN(c3cccc(Cl)c3)CC2)C1 (stereo not given)
    i, -13
- Cc1nnc(SCC(=O)Nc2cc(S(C)(=O)=O)ccc2Cl)n1Cc1ccccc1
    i, -22
- COC(=O)c1ccc(C2=NOC(C)(c3nnc(-c4cccc(Cl)c4)o3)C2)cc1 (stereo not given)
    i, -6
- N#Cc1ccc(NC(=O)COC(=O)CCc2ccc(S(=O)(=O)N3CCCCC3)cc2)cc1
    i, -15
- COc1ccccc1NC(=O)CN(c1ccccc1F)S(C)(=O)=O
    i, -21
- O=C(Nc1nn[nH]n1)c1cc(-c2ccc(Cl)c(Cl)c2Cl)nc2ccccc12
    i, -23
- COc1ccc(CCC(=O)Nc2ccc(Cn3ccnc3)cc2)cc1
    i, -8
- CCOC(=O)CC(=O)CSc1nc2c(C)c(C)ccc2cc1C
    i, -32
- C=CCOc1ccc(/C=C2\SC(N)=NC2=O)cc1OC
    i, -10
- Cc1nc2c(C)cccc2cc1C(=O)N/N=C/c1cccc([N+](=O)[O-])c1
    i, -12
- O=C(NC1CCCCC1)C(c1ccccc1)N(Cc1ccco1)C(=O)c1csnn1 (stereo not given)
    i, -48

Arranged by count of non-hydrogen atoms (smallest number first): some entries from above.
Second line of a record: CHT allo act, OX1R antag
- O=C(NNc1c(Cl)cccc1Cl)c1sccc1Cl
    i, -9
- CNC(=S)NC(CC(=O)OC)c1ccc2c(c1)OCO2 (stereo not given)
    i, 3
- O=C(Nc1nn[nH]n1)c1cc(-c2ccc(Cl)c(Cl)c2Cl)nc2ccccc12
    i, -23
- COC(=O)c1ccc(C2=NOC(C)(c3nnc(-c4cccc(Cl)c4)o3)C2)cc1 (stereo not given)
    i, -6
- Cc1nnc(SCC(=O)Nc2cc(S(C)(=O)=O)ccc2Cl)n1Cc1ccccc1
    i, -22
- CCN1CCCc2cc(CN(CCN3CCOCC3)C(=O)Nc3ccc(C)c(C)c3)ccc21
    i, -42
